High-throughput results: PubChem BioAssay, National Center for Advancing Translational Sciences (NCATS)
CCT modulator: changes cytosolic chaperonin activity; purified chaperonin ATPase assay, HTRF ADP detection, 30 min; activity change, % (test concentration not listed), hits read low; 0.3% of 360,000 active; in the data active = activity change below about -30%; note: % is set by controls: 0 for no effect and ±100 for the full control effect
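ATPase activity: ADP formed was measured by HTRF Transcreener (665/615 nm ratio) after 30 min at 37 deg C with 10 uM ATP. Compounds screened at one 76 uM concentration against 40 or 20 nM TRiC in Tris pH 7.4/KCl/MgCl2/DTT buffer.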
PI5P4Ka inh: inhibitors of human PI5P4K alpha; P48426; PI5P4Kalpha enzyme, ADP-Glo luminescence, 60 min; hits give low values; max response, %; 1.2% of 330,000 active; AID 652105; active = max response of -50% or lower; inconclusive = between -30% and -50%; inactive = -30% or higher; note: value at the top dose of about 77 µM; % is set by controls: 0 for no effect and ±100 for the full control effect
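ADP-Glo luminescence end-point read after a 60 min room-temperature kinase reaction of PI5P4Kalpha plus substrate, initiated with ATP at 5 microM final. Buffer: 0.038 M HEPES pH 7.4, EGTA, 0.1% CHAPS, 5% DMSO.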
IL-2 act: activates IL-2 in a cell-based reporter assay; IL-2 activation reporter assay, cell-based qHTS; stimulated with anti-CD3/CD4/CD28 beads; in transgenic mouse T cells; activation, % (series mostly up to about 46 µM); 0.065% of 360,000 active; in the data active = activation above about 50%; inconclusive = mostly about 30% to 49%; note: 0% is about no effect
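Readout is EGFP and DsRed signal by fluorescent plate cytometry after 18 h at 37 degrees C. Transgenic mouse T cells (750/well) received compound for 60 min before bead stimulation (anti-CD3, anti-CD4, anti-CD28); memory T cells served as non-tolerant control.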
EPAC2 agonist: activates human EPAC2 exchange factor. 0.079% of 360,000 active. Q8WZA2. EPAC2 activation, biochemical qHTS; response scale: 100% = 6.5 mM cAMP response. Potency, µM (top dose mostly 154 µM), for inactives: at the highest dose activation, usual class: activators; note: potency is the fitted concentration of half-maximal effect; nearly all actives have a fitted effect of over 50% in size
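Nucleotide exchange monitored as fluorescence drop when BODIPY-GDP leaves Rap1B. Reaction: 100 nM EPAC2, 250 nM RAP1B-BODIPY-GDP, 50 uM GDP, room temperature, kinetic read over 30 min. Activity expressed relative to 6.5 mM cAMP.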
PLK1 PBD inh: blocks phosphopeptide binding to human PLK1 polo-box domain | 2.8% of 360,000 active | Plk1 PBD binding of FITC phosphopeptide, fluorescence polarization | P53350 | Potency, µM, for inactives: max response, negative = inhibition, hits mostly inhibitors | AID 720504; note: potency is the fitted concentration of half-maximal effect; series mostly up to about 57 µM; % is set by controls: 0 for no effect and ±100 for the full control effect; nearly all actives have a fitted effect of over 65% in size
EPAC1 antagonist: EPAC1 (human) antagonism. O95398. EPAC1 GEF assay, Rap1b-BODIPY-GDP exchange fluorescence. Potency, µM (series often up to 115 µM), inactives show at the highest dose activity change, negative = inhibition, usual class: inhibitors. 0.14% of 360,000 active;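 note: potency is the fitted concentration of half-maximal effect; plate controls were vehicle for no effect and positive control for full effect; nearly all actives have a fitted effect of over 50% in size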
EPAC1 ag: agonists of human EPAC1 | O95398 | EPAC1 agonist qHTS, biochemical assay; response scale: 100% = response to 6.5 mM cAMP | Potency, µM (doses to about 154 µM), for the others: at the highest dose activation, most hits filed as activators | 0.073% of 360,000 active; note: potency is the fitted concentration of half-maximal effect; nearly all actives have a fitted effect of over 60% in size
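Read-out is the fluorescence drop as BODIPY-GDP leaves Rap1B (480 nm excitation, 540 nm emission), recorded every 5 minutes over 30 minutes. Reactions held 100 nM EPAC1, 250 nM Rap1B–BODIPY-GDP and 50 uM GDP, with 6.5 mM cAMP setting full activation.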
WRN inhibitor: blocks human WRN helicase | 0.46% of 360,000 active | Q14191 | Potency, µM (highest dose often 114 µM), without a hit: at the highest dose activity change, negative = inhibition, most hits filed as inhibitors | WRN helicase unwinding, fluorescent forked duplex, kinetic; note: potency is the fitted concentration of half-maximal effect; % is set by controls: 0 for no effect and ±100 for the full control effect; nearly all actives have a fitted effect of over 55% in size
Target sequence (Q14191 whole entry, looked up): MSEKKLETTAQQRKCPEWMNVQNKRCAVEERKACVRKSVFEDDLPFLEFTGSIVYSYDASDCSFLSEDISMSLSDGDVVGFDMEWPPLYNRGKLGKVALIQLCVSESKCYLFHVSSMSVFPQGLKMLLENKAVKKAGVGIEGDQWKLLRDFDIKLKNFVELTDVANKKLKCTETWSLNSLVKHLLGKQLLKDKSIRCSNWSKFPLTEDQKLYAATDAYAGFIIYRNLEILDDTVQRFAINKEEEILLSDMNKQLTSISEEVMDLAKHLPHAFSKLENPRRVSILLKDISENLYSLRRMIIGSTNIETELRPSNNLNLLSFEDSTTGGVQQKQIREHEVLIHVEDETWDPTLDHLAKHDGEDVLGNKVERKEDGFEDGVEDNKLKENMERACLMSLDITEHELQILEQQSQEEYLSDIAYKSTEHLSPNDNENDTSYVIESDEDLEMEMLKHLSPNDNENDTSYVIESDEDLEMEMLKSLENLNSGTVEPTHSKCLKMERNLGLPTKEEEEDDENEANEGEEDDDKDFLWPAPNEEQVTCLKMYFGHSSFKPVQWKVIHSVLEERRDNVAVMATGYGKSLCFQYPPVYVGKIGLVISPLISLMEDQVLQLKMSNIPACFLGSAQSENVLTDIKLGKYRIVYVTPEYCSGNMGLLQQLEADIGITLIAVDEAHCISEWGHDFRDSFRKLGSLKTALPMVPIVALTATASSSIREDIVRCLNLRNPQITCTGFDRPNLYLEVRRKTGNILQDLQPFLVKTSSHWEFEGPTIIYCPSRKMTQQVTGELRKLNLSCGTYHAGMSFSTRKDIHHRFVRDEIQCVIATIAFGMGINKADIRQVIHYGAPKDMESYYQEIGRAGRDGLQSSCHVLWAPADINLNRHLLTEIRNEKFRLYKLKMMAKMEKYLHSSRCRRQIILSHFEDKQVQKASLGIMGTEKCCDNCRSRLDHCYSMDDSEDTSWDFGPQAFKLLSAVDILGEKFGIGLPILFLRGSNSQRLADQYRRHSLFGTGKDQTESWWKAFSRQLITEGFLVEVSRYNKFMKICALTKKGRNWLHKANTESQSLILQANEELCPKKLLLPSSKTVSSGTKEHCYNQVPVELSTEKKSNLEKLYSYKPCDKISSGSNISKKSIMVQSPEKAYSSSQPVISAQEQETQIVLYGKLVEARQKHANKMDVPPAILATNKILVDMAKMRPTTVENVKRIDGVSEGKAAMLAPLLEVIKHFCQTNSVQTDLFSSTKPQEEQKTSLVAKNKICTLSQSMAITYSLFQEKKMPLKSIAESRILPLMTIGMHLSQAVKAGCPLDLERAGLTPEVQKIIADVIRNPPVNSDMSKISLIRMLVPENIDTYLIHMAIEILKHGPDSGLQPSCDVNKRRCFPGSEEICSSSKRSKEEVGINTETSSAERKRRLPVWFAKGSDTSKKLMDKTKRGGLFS
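Enzyme (20 nM final) and test compound sit together 15 min at room temperature before substrate addition. Substrate is a single-forked duplex oligonucleotide (100 nM) labelled with fluorophore and quencher, with 2 mM ATP; helicase unwinding raises red fluorescence, read kinetically.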
The depositor's hits bear a star; ? = inconclusive; / = not tested or not shown; [ ] = remark or other dose. Unless noted, calls come from the whole dose curve; as a rule, active = well fitted curve in the direction sought with a large enough effect; inconclusive = small, poorly fitted or top-dose-only effect, or another doubt; inactive = no such curve, though single readings can be large; an effect the other way counts as inactive or inconclusive. Only part of the results is shown (hit frequency here may not be typical).

SMILES	CCT modulator	PI5P4Ka inh	IL-2 act	EPAC2 agonist	PLK1 PBD inh	EPAC1 antagonist	EPAC1 ag	WRN inhibitor
O=C(c1ccc(N2CCNCC2)cc1)c1cccnc1	-0.7	0	0.2	-1%	-2%	-5%	8%	-8%
Cc1ccc(NC(=O)C2CCN(S(C)(=O)=O)CC2)cc1Cl	-0.5	2	-0.6	3%	0%	26%	-5%	2%
Cc1ccc(CC(=O)N2CCN(C(=O)c3ccco3)CC2)cc1	0.3	2	-0.6	18%	-10%	6%	6%	1%
CN(C)Cc1c(O)ccc2c(-c3ccccc3)cc(=O)oc12	-1.1	-1	1.5	5%	5%	5%	13%	-1%
COc1ccc(O[C@@H]2O[C@H](COC(C)=O)[C@@H](OC(C)=O)[C@H](OC(C)=O)[C@H]2NC(C)=O)cc1	-1.7	7	-0.5	-3%	0%	-8%	-15%	2%
Cc1nn(-c2ccc(F)cc2)c(Cl)c1/C=N/NC(=O)c1ccc(O)cc1	-0.2	4	-0.5	8%	-9%	-4%	4%	-21%
Cc1csc(NC(=O)Cn2cnnn2)n1	-2.6	14	-0.6	-1%	0%	11%	-5%	10%
NS(=O)(=O)c1ccc(NC(=S)Nc2ccc(Br)c(Cl)c2)cc1	0.9	5	-0.3	6%	-19%	-1%	16%	-11%
CCCCNC(=O)/C(C#N)=c1\s/c(=C\c2ccccc2OC(F)F)c(=O)n1CCCOC	0.8	7	0.2	2%	13%	0%	16%	-11%[57.1 µM]
C=CCSc1nc(NC)c2sccc2n1	-0.1	-3	-0.1	2%	-3%	0%	6%	-20%
CCOc1ccc(NC(=O)Nc2ccc(Br)cn2)cc1	3.4	-10	-2.0	2%	0%	5%	-7%	4%
CC(=O)Nc1ccccc1NC(=O)COc1cccc2ccccc12	3.0	3	-2.4	11%	-6%	5%	13%	-8%
CC1CCN(c2ccc(C(=O)O)cc2)CC1	-0.8	0	-1.1	10%	-7%	8%	9%	2%
C[C@@]12C(C[C@H](O)[C@@]34C[C@@H](CCC13)[C@@H](CO)C4=O)[C@](C)(C(=O)O)CC[C@@H]2O (some centres undefined)	0.8	2	-0.6	5%	-9%	0%	4%	-13%
COc1ccc(N2CCN(C(=O)CCCC(=O)c3ccccc3)CC2)cc1	0.0	0	-2.9	-2%	-1%	-9%	-16%	-2%
COc1ccccc1NC(=S)NC1CC2CCC1C2 (centres undefined)	0.3	1	0.9	7%	-12%	-10%	1%	5%
c1ccc(OCCNc2nc(NCC3CC3)nc3ccsc23)cc1	-1.1	-17	-0.1	8%	7%	-16%	-7%	-8%
CCOC(=O)C1=C(COC(=O)CSc2ccc(C)cc2)NC(=O)NC1C (centres undefined)	-2.0	2	0.2	3%	1%	-4%	3%	4%
O=c1[nH]c(/C=C/c2cccc(Br)c2)nc2ccccc12	-0.6	0	-1.8	2%	9%	7%	-3%	-3%
Cc1occc(=O)c1OCc1ccc(F)cc1	-0.4	8	0.1	-4%	0%	12%	2%	-3%

Overlap with the part before: 5 entries; new compounds follow.
SMILES	CCT modulator	PI5P4Ka inh	IL-2 act	EPAC2 agonist	PLK1 PBD inh	EPAC1 antagonist	EPAC1 ag	WRN inhibitor
COc1ccccc1NC(=S)NC1CC2CCC1C2 (centres undefined)	0.3	1	0.9	7%	-12%	-10%	1%	5%
c1ccc(OCCNc2nc(NCC3CC3)nc3ccsc23)cc1	-1.1	-17	-0.1	8%	7%	-16%	-7%	-8%
CCOC(=O)C1=C(COC(=O)CSc2ccc(C)cc2)NC(=O)NC1C (centres undefined)	-2.0	2	0.2	3%	1%	-4%	3%	4%
O=c1[nH]c(/C=C/c2cccc(Br)c2)nc2ccccc12	-0.6	0	-1.8	2%	9%	7%	-3%	-3%
Cc1occc(=O)c1OCc1ccc(F)cc1	-0.4	8	0.1	-4%	0%	12%	2%	-3%
O=C1CCCCN1CCc1c[nH]c2ccccc12	1.5	-1	-0.1	-1%	-4%	12%	-2%	7%
O=C(Cc1ccc([N+](=O)[O-])cc1)c1ccc(O)cc1O	-1.9	1	0.9	11%	-9%	-21%	10%	1%
O=C(Cn1c(=O)oc2ccccc21)Nc1ccc(Cl)cc1	-0.9	-3	0.1	-1%	0%	-5%	-7%	8%
CCNC(=S)Nc1ccc2cn[nH]c2c1	-8.3	-12	-3.0	12%	24µM*	14%	2%	2%
COc1ccc(C(=O)N/N=C/c2ccc(N3CCOCC3)s2)cc1OC	-1.6	-5	0.0	3%	-12%	-6%	20%	-8%
Cc1ccc(-c2csc3nc(C)n(N)c(=O)c23)cc1	0.7	-2	-4.5	4%	5%	-16%	-4%	1%
Cn1c(=O)c2c(nc(NC(Cc3ccccc3)C(=O)O)n2Cc2ccccc2)n(C)c1=O (centres undefined)	-1.3	-5	1.6	0%	-14%	-1%	9%	?
CN(C(=O)COC(=O)c1cc(S(=O)(=O)N2CCOCC2)ccc1Cl)C1CCS(=O)(=O)C1 (centres undefined)	-3.9	0	-4.0	3%	-5%	9%	4%	7%
Cc1noc(C)c1S(=O)(=O)N1CCN(c2ccccc2)CC1	-0.3	0	-1.1	29%	-7%	7%	11%	4%
CCOC(=O)C(C)n1cnc2c(nnn2-c2ccccc2)c1=O (centres undefined)	-3.1	0	0.2	-2%	-1%	3%	2%	5%
O=C(OCC(=O)N1CCc2ccccc21)c1nc(Cl)ccc1Cl	-1.4	-6	0.4	11%	-5%	4%	-1%	-11%
Cc1ccc(-c2nnc(Cc3ccc(Cl)cc3)o2)cc1	-1.8	-5	-1.6	5%	-3%	-1%	-7%	-3%
CC(C)N(CCn1c(=S)[nH]c2ccccc2c1=O)C(C)C	1.6	-3	3.1	-1%	-1%	-2%	0%	3%
COc1ccc(CC(CC(=O)O)C(=O)Nc2ccccc2)cc1 (centres undefined)	-0.3	/	-0.8	3%	-5%	16%	6%	10%
CC1(C)SC(=S)N(c2ccccc2)C1/[N+]([O-])=C/c1cccc([N+](=O)[O-])c1 (centres undefined)	0.0	0	-2.5	10%	1%	27%	-11%	-3%
CC(=O)c1cccc(NC(=O)c2ccc(NC(=O)CC3SC(N4CCCCC4)=NC3=O)cc2)c1 (centres undefined)	-2.5	-16	-4.5	9%	-4%	-6%	-5%	-33%
CNCc1nc2ccccc2[nH]1	-2.7	-4	-2.3	0%	?	8%	-2%	9%
Cc1cc(N2CC(C)OC(C)C2)nc(C(C)C)n1 (centres undefined)	0.9	1	0.2	2%	-13%	-5%	1%	?
CCc1nn(C(C)C(=O)N2CC(C)CC(C)C2)c(=O)c2cc3occc3n12 (centres undefined)	-1.6	7	-1.9	4%	1%	-9%	2%	4%
O=C(CNC(=O)C1COc2ccccc2O1)N/N=C\c1ccccc1Cl (centres undefined)	-0.8	-7	-3.2	-6%	-13%	-14%	-20%	13%
Cc1ccc(OCc2nnc(SCC(=O)NC3CCCCC3)n2C)cc1	-1.8	6	-2.0	-2%	-2%	13%	-3%	-20%
Nc1ccc(S(=O)(=O)c2ccc(N)c(N)c2)cc1	0.6	8	0.8	7%	-9%	-9%	3%	-11%
COc1ccc(-c2c(-c3cc(OC)cc(OC)c3)n(C)c3ccc(-c4ccc5[nH]ccc5c4)cc23)cc1	-0.4	7	0.7	2%	-20%	-20%	-8%	2%
Fc1cccc(Cc2c(-c3ccco3)nc3c4ccccc4ccn23)c1	0.3	-17	-0.8	16%	-11%	-6%	12%	-15%
CO[C@@]1(NC(=O)C2SC(=C(C(N)=O)C(=O)O)S2)C(=O)N2C(C(=O)O)=C(CSc3nnnn3C)CS[C@@H]21 (some centres undefined)	-1.0	-3	0.3	7%	-8%	-24%	0%	-9%[11.6 µM]
Cc1ccc2[nH]cc(CCNC(=O)c3ccc([N+](=O)[O-])cc3)c2c1	0.6	2	1.0	6%	?	-3%	-7%	0%
CC(=O)Nc1cccc2cc(S(=O)(=O)O)ccc12	-4.0	-13	0.6	9%	-9%	3%	-1%	-1%[57.1 µM]
Cc1ccc(S(=O)(=O)N2CCOCC2)cc1NC(=O)COC(=O)C1CCC1	1.2	1	1.1	1%	1%	-3%	-6%	7%
COc1ccccc1NC(=O)Cn1nc(C)n2cccc2c1=O	0.9	6	0.1	2%	-9%	3%	1%	-8%
O=[N+]([O-])c1cccc(OCCCN2CCC(Cc3ccccc3)CC2)c1	3.4	3	-3.3	2%	3%	-13%	-1%	4%
CCN1C(=O)CC(c2ccccc2)CC1=O	0.4	-1	0.1	13%	-8%	-16%	-1%	3%
CCN(c1cc(C)cc(C)c1)S(=O)(=O)c1nnc(NC(=O)C(C)(C)C)s1	0.6	6	-0.9	-2%	0%	9%	-1%	-3%
O=C(OCc1nc2ccccc2[nH]1)C12CC3CC(CC(C3)C1)C2	-0.7	/	1.0	20%	-1%	-10%	15%	-11%
CCCN(C(=O)CN1C(=O)NC2(CCCCCC2)C1=O)C1CCS(=O)(=O)C1 (centres undefined)	0.5	-1	5.4	4%	1%	-17%	-4%	-8%
CC(=O)N1N=C(c2ccccc2)CC1c1ccccc1[N+](=O)[O-] (centres undefined)	-0.8	2	0.7	-7%	-13%	-6%	-2%	10%
Cc1ccc(S(=O)(=O)N2CCN(C(=O)Cn3nc(C(=O)O)c4ccccc4c3=O)CC2)cc1	2.6	0	0.5	-1%	5%	-9%	-7%	5%
CN=C(c1ccco1)n1c(=S)nc(-c2ccco2)n(C)c1=S	-0.9	-68*	-0.7	4%	19µM*	0%	11%	?
Cc1ccc(/C=C2\SC(=S)N(C(Cc3ccccc3)C(=O)O)C2=O)cc1 (centres undefined)	-4.1	11	0.7	-13%	?	6%	-11%	-7%
COc1cc(Cl)ccc1OCc1cc(C(=O)N2CCN(C)C(=O)[C@@H]2C)no1	1.1	-13	-2.1	2%	2%	6%	3%	5%
Cc1ccc2[nH]c(CCN(C)C)c(CN3CCOCC3)c2c1	-0.6	-5	2.5	-5%	7%	16%	-12%	-2%
CC(=O)Nc1ccc(S(=O)(=O)N2CCN(c3cc4c(cc3[N+](=O)[O-])n(C)c(=O)n4C)CC2)cc1	-3.0	/	-1.8	1%	-2%	-2%	-4%	-8%
O=C(CCc1nnc2n(Cc3ccc(Cl)cc3)c(=O)c3ccccc3n12)N1CCN(c2ccccn2)CC1	-1.3	-2	-3.9	-3%	-7%	-13%	10%	10%
